H9c2 TAG inh: inhibitors of triacylglycerol accumulation | inhibition, % at 12.5 µM | AID 651582 | 0.66% of 230,000 active | H9c2 cells, Nile Red lipid (TAG) fluorescence; cells loaded with 200 µM oleic acid;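 active = pattern-corrected inhibition of lipid staining of at least 50% with the nuclear-stain viability signal not falling by more than 50%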;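 note: 0% = DMSO wells and 100% = triacsin C control wells; some results filed as inactive read as strong as hits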
H9c2 TAG inh DAPI viability: further read-out of H9c2 TAG inh, marked with its call; DAPI nuclei signal change (viability), lower = more cytotoxic, %;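 whole-well DAPI fluorescence read on a plate reader as a viability signal; minus 50 percent equals half of cells still viable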
* marks the source's active call; other numbers are inactive results. An excerpt. The share of hits here may be higher or lower than overall.

What do the screens show for `CCOc1cc(C(=O)OC(C)C(=O)Nc2ccc(NC(C)=O)cc2)ccc1OCC(=O)N1CCCCC1` (stereo unspecified)?
H9c2 TAG inh: 12.7; H9c2 TAG inh DAPI viability: -6.3

Results for O=c1oc2ccccc2c(N2CCOCC2)c1[N+](=O)[O-] ?
H9c2 TAG inh: 7.4; H9c2 TAG inh DAPI viability: -15.9

What do the screens show for `Cc1ccc(S(=O)(=O)NNC(=O)c2cc3cc4ccccc4nc3s2)cc1`?
H9c2 TAG inh: 8.8; H9c2 TAG inh DAPI viability: 3.9

Results for Cc1cccc(NC(=O)c2nc[nH]c2C(=O)NC[C@H](C)O)c1 ?
H9c2 TAG inh: 11.9; H9c2 TAG inh DAPI viability: -0.2

Results for O=C(Nc1ccon1)c1ccc(Cl)c(S(=O)(=O)N2CCCCC2)c1 ?
H9c2 TAG inh: 4.7; H9c2 TAG inh DAPI viability: -2.4

Results for c1cn2c(NC3CCCCC3)c(-c3ccc(SC4CCCCC4)cc3)nc2cn1 ?
H9c2 TAG inh: 29.2; H9c2 TAG inh DAPI viability: 195.3

What do the screens show for `CC(C)Cc1nc(N2CCN(C(=O)C(C)C)CC2)c(C#N)c2c1CCC2`?
H9c2 TAG inh: -12.7; H9c2 TAG inh DAPI viability: -3.3

Results for Cc1cc(C)n2nc(C(=O)OC(C)C(=O)c3ccccc3)nc2n1 (stereo unspecified) ?
H9c2 TAG inh: -14.5; H9c2 TAG inh DAPI viability: 1.8

How did COc1ccc(S(=O)(=O)Cc2ccc(C(=O)N3CCN(C(=O)c4ccco4)CC3)o2)cc1 do in these assays?
H9c2 TAG inh: 9.5; H9c2 TAG inh DAPI viability: 4.7

What do the screens show for `Nc1ccc2c(c1)Cc1cc([N+](=O)[O-])ccc1-2`?
H9c2 TAG inh: -7.2; H9c2 TAG inh DAPI viability: -1.4

Results for CC1(C)Cc2c(cnn2-c2cccc(F)c2)C(NC(=O)c2ccc[n+]([O-])c2)C1 (stereo unspecified) ?
H9c2 TAG inh: 1.1; H9c2 TAG inh DAPI viability: 3.0

Results for CC(C)(C)c1ccc(C(=O)NCCN2CCOCC2)cc1 ?
H9c2 TAG inh: -1.7; H9c2 TAG inh DAPI viability: 2.6

What do the screens show for `CC12CCC(c3c(C(=O)O)nn(-c4ccc(F)cc4)c31)C2(C)C` (stereo unspecified)?
H9c2 TAG inh: -9.1; H9c2 TAG inh DAPI viability: 6.7

What do the screens show for `COc1cc(/C=C/C(=O)OCC(=O)N2c3ccccc3CC2C)cc(OC)c1OC` (stereo unspecified)?
H9c2 TAG inh: -9.3; H9c2 TAG inh DAPI viability: -4.5

Results for CSc1ccc(Cl)c(C(=O)OCC(=O)N(C)CCC#N)c1 ?
H9c2 TAG inh: 2.4; H9c2 TAG inh DAPI viability: 10.7

Results for Cc1cccc(-n2nnnc2SCC(=O)NCC2(N3CCOCC3)CCCCC2)c1C ?
H9c2 TAG inh: -1.1; H9c2 TAG inh DAPI viability: -5.3

How did NC(=O)c1ccc(NC(=O)CSc2nnc(-c3ccc4c(c3)OCO4)o2)cc1 do in these assays?
H9c2 TAG inh: 26.0; H9c2 TAG inh DAPI viability: -7.5

Results for Cc1cccc2nc(CSc3ccccc3N)cn12 ?
H9c2 TAG inh: -14.8; H9c2 TAG inh DAPI viability: 9.6

What do the screens show for `O=C(c1ccc(-n2cncn2)c([N+](=O)[O-])c1)N1CCN(S(=O)(=O)c2ccc(Br)cc2)CC1`?
H9c2 TAG inh: -9.8; H9c2 TAG inh DAPI viability: -4.1

What do the screens show for `Cc1nc2nc(COc3ccccc3)[nH]n2c(=O)c1Cc1ccccc1`?
H9c2 TAG inh: -9.4; H9c2 TAG inh DAPI viability: -8.5

Looked up by compound from the entries so far, six records:
Results for Cc1cccc(-n2nnnc2SCC(=O)NCC2(N3CCOCC3)CCCCC2)c1C ?
H9c2 TAG inh: -1.1; H9c2 TAG inh DAPI viability: -5.3

Results for Cc1cc(C)n2nc(C(=O)OC(C)C(=O)c3ccccc3)nc2n1 (stereo unspecified) ?
H9c2 TAG inh: -14.5; H9c2 TAG inh DAPI viability: 1.8

Results for Cc1cccc2nc(CSc3ccccc3N)cn12 ?
H9c2 TAG inh: -14.8; H9c2 TAG inh DAPI viability: 9.6

What do the screens show for `COc1cc(/C=C/C(=O)OCC(=O)N2c3ccccc3CC2C)cc(OC)c1OC` (stereo unspecified)?
H9c2 TAG inh: -9.3; H9c2 TAG inh DAPI viability: -4.5

Results for O=c1oc2ccccc2c(N2CCOCC2)c1[N+](=O)[O-] ?
H9c2 TAG inh: 7.4; H9c2 TAG inh DAPI viability: -15.9

What do the screens show for `Nc1ccc2c(c1)Cc1cc([N+](=O)[O-])ccc1-2`?
H9c2 TAG inh: -7.2; H9c2 TAG inh DAPI viability: -1.4

Later entries:
How did Cc1cccc(-c2ccc3c(c2)C2CC3CCN2Cc2ccc3c(c2)OCO3)c1 (stereo unspecified) do in these assays?
H9c2 TAG inh: -10.0; H9c2 TAG inh DAPI viability: 18.0

How did Cn1cc(S(=O)(=O)NC2CCCC2)c(=O)n(C)c1=O do in these assays?
H9c2 TAG inh: 0.5; H9c2 TAG inh DAPI viability: 10.9

How did Cc1ccccc1-n1c(C)c(C#N)c(=O)c(-[n+]2ccccc2)c1[S-] do in these assays?
H9c2 TAG inh: 6.0; H9c2 TAG inh DAPI viability: -3.4

What do the screens show for `COc1nc(=O)n(C2CCCO2)cc1C` (stereo unspecified)?
H9c2 TAG inh: -11.5; H9c2 TAG inh DAPI viability: 7.4

What do the screens show for `COCCC(=O)N1CCC(Oc2ccc(C(=O)N3C[C@@H](C)O[C@@H](C)C3)cc2)CC1`?
H9c2 TAG inh: 16.1; H9c2 TAG inh DAPI viability: -1.4

What do the screens show for `CCN(C(=O)CSc1nc2ccccc2[nH]1)C1CCS(=O)(=O)C1` (stereo unspecified)?
H9c2 TAG inh: 0.8; H9c2 TAG inh DAPI viability: -5.5

Results for CC(C)CN(C(=O)CSc1nnc(-c2cccs2)n1C1CC1)C1CCS(=O)(=O)C1 (stereo unspecified) ?
H9c2 TAG inh: 6.5; H9c2 TAG inh DAPI viability: 9.4

How did CC1CCCCC1NC(=O)CCCCCn1c(=S)[nH]c2ccccc2c1=O (stereo unspecified) do in these assays?
H9c2 TAG inh: 0.1; H9c2 TAG inh DAPI viability: 1.4

Results for O=C(Nc1ccn(CCCN2CCN(c3ccccn3)CC2)c(=O)n1)OCc1ccccc1 ?
H9c2 TAG inh: 5.2; H9c2 TAG inh DAPI viability: -0.7

What do the screens show for `COC(=O)CC1SC(=O)NC1=Nc1cccc(C)c1` (stereo unspecified)?
H9c2 TAG inh: -0.4; H9c2 TAG inh DAPI viability: 1.7

What do the screens show for `O=C(CN1C(=O)NC2(CCOc3ccccc32)C1=O)c1ccc[nH]1` (stereo unspecified)?
H9c2 TAG inh: 5.3; H9c2 TAG inh DAPI viability: 3.7

What do the screens show for `COc1ccc(OCc2nnc(SCC(N)=O)n2N)cc1`?
H9c2 TAG inh: 13.2; H9c2 TAG inh DAPI viability: 2.8

How did COc1ccc(Cc2n[nH]c(=S)n2-c2ccc3c(c2)OCCO3)cc1 do in these assays?
H9c2 TAG inh: -49.6; H9c2 TAG inh DAPI viability: 16.2

What do the screens show for `O=C(O)CC(c1ccccc1)N1C(=O)c2ccccc2C1=O` (stereo unspecified)?
H9c2 TAG inh: 4.6; H9c2 TAG inh DAPI viability: 9.2

Results for CCc1ccc(NC(=O)/C(C#N)=C/c2ccncc2)cc1 ?
H9c2 TAG inh: -3.1; H9c2 TAG inh DAPI viability: -2.9

Results for Cc1ccc2c(c1)C(c1ccc(F)cc1)N(C(=O)c1cc3ccccc3oc1=O)CC(=O)N2 (stereo unspecified) ?
H9c2 TAG inh: 6.4; H9c2 TAG inh DAPI viability: 1.4

How did COc1cc(NC(=S)N2CCN(c3ccccn3)CC2)c(OC)cc1Cl do in these assays?
H9c2 TAG inh: -9.3; H9c2 TAG inh DAPI viability: 7.6

What do the screens show for `O=C(COC(=O)c1ccc(O)cc1)Nc1ccc(OC(F)F)cc1`?
H9c2 TAG inh: -18.0; H9c2 TAG inh DAPI viability: 10.2

Results for Cc1c(Cl)cccc1N1C(=O)CC(N(O)c2ccccc2)C1=O (stereo unspecified) ?
H9c2 TAG inh: 1.1; H9c2 TAG inh DAPI viability: 0.3

What do the screens show for `COc1ccc(/C=C/c2nnc(NC(=O)C(C)C)s2)cc1`?
H9c2 TAG inh: 0.0; H9c2 TAG inh DAPI viability: 5.7

What do the screens show for `CCCS(=O)(=O)NC(=O)C1(C)CCCN(C(=O)COCc2ccccc2)C1` (stereo unspecified)?
H9c2 TAG inh: -12.7; H9c2 TAG inh DAPI viability: 2.8

Results for Cn1c(SCC(=O)N2CCOCC2)nc2cccnc21 ?
H9c2 TAG inh: -0.7; H9c2 TAG inh DAPI viability: 14.4

What do the screens show for `Cc1ccc2cc(CNC[C@H]3O[C@@H](n4cc(C)c(=O)[nH]c4=O)C[C@@H]3O)c(N3CCOCC3)nc2c1`?
H9c2 TAG inh: -4.1; H9c2 TAG inh DAPI viability: 0.8

Results for CCCC(c1nnnn1CCc1ccccc1)N1CCC(C(N)=O)CC1 (stereo unspecified) ?
H9c2 TAG inh: -23.8; H9c2 TAG inh DAPI viability: 4.1

Results for CN(C1CCCCC1)S(=O)(=O)c1ccc(S(=O)(=O)N2CCN(C(=O)c3ccccc3F)CC2)cc1 ?
H9c2 TAG inh: 7.4; H9c2 TAG inh DAPI viability: -11.3

How did CCOC(=O)N1CCN(C(=O)CS(=O)(=O)c2cn(Cc3ccc(Cl)cc3)c3ccccc23)CC1 do in these assays?
H9c2 TAG inh: 17.6; H9c2 TAG inh DAPI viability: 2.1

What do the screens show for `Cc1cccc(NC(=O)c2ccc(Cl)c(S(=O)(=O)N3CCCCCC3)c2)n1`?
H9c2 TAG inh: -3.8; H9c2 TAG inh DAPI viability: -8.7

What do the screens show for `CC(C)(C)c1ccc(OCCC(=O)OCC(=O)NC(=O)NC2CCCC2)cc1`?
H9c2 TAG inh: 6.6; H9c2 TAG inh DAPI viability: 0.3

What do the screens show for `Cc1cc(C)n2nc(C(=O)Nc3cccc(S(=O)(=O)N4CCCC4)c3)nc2n1`?
H9c2 TAG inh: 4.0; H9c2 TAG inh DAPI viability: -5.7

How did O=C(NNC(=S)NC(=O)c1ccccc1)c1ccc([N+](=O)[O-])cc1 do in these assays?
H9c2 TAG inh: 12.2; H9c2 TAG inh DAPI viability: -7.2

Results for CCN(CC)C(=O)C1=C(C)N(Cc2ccc(C(C)(C)C)cc2)C(=O)C(CC(=O)NCCCN(C)C)C1 (stereo unspecified) ?
H9c2 TAG inh: -0.2; H9c2 TAG inh DAPI viability: -2.3

How did Cc1ccccc1Cn1cnc2ccccc21 do in these assays?
H9c2 TAG inh: 11.7; H9c2 TAG inh DAPI viability: -8.7

Results for Cc1c(C(=O)N2CCN(Cc3nccn3C)CC2)oc2c(F)cccc12 ?
H9c2 TAG inh: 7.9; H9c2 TAG inh DAPI viability: -10.0

How did CC(C)CCc1noc(CN2CCN(CC(=O)NC(C)C)CC2)n1 do in these assays?
H9c2 TAG inh: -12.7; H9c2 TAG inh DAPI viability: 3.5

How did CN(C(=O)CC1C(=O)NCCN1CC1CCCCC1)C1CCOCC1 (stereo unspecified) do in these assays?
H9c2 TAG inh: -6.0; H9c2 TAG inh DAPI viability: 10.0

How did O=C(c1ccc(Cl)cc1)N(c1ccccn1)C1CCCCC1 do in these assays?
H9c2 TAG inh: 1.7; H9c2 TAG inh DAPI viability: 4.3

How did O=C(C1CCN(S(=O)(=O)c2ccc(Br)s2)CC1)N1CCc2ccccc21 do in these assays?
H9c2 TAG inh: 15.8; H9c2 TAG inh DAPI viability: -5.5

Results for CC[C@@]1(C(=O)OC)N[C@H](CN(C)C(=O)Nc2ccc(OC)cc2)[C@@H]2C(=O)N(Cc3ccccc3)C(=O)[C@@H]21 ?
H9c2 TAG inh: 13.8; H9c2 TAG inh DAPI viability: -3.0

What do the screens show for `Cc1cc(C)nc(Nc2n[nH]c(-c3ccccc3N)n2)n1`?
H9c2 TAG inh: 2.0; H9c2 TAG inh DAPI viability: 14.8

What do the screens show for `NC(=O)c1ccc(Oc2ncc(C(F)(F)F)cc2Cl)cc1`?
H9c2 TAG inh: 10.7; H9c2 TAG inh DAPI viability: -10.9

Results for N=c1c(S(=O)(=O)c2ccccc2)cc2c(=O)n3ccccc3nc2n1Cc1cccnc1 ?
H9c2 TAG inh: 5.3; H9c2 TAG inh DAPI viability: -2.1

What do the screens show for `CC(=O)Oc1ccc(C(=O)NCCc2ccccc2)cc1`?
H9c2 TAG inh: -2.7; H9c2 TAG inh DAPI viability: -3.2

Results for O=C(Nc1ccc(N2CCOCC2)c(S(=O)(=O)Nc2ccccc2Cl)c1)c1ccc(=O)[nH]n1 ?
H9c2 TAG inh: 6.8; H9c2 TAG inh DAPI viability: -1.5

How did CN(C(N)=S)c1ccccc1 do in these assays?
H9c2 TAG inh: -10.8; H9c2 TAG inh DAPI viability: 8.0

What do the screens show for `CCCC1(C2CCCC2)NC(=O)NC1=O` (stereo unspecified)?
H9c2 TAG inh: 7.1; H9c2 TAG inh DAPI viability: 0.3

Results for C[C@@H]1CN([C@H](C)CO)C(=O)CCCn2cc(nn2)CO[C@H]1CN(C)C(=O)Nc1ccc2c(c1)OCO2 ?
H9c2 TAG inh: -9.5; H9c2 TAG inh DAPI viability: 9.0

What do the screens show for `Cc1cc(O)c(-c2cc(C(=O)Nc3cccnc3)[nH]n2)cc1C`?
H9c2 TAG inh: 6.6; H9c2 TAG inh DAPI viability: 1.1

How did CCN1C[C@@H]2[C@@H]3C(=O)N(Cc4ccccc4)C(=O)[C@@H]3[C@](Cc3ccccc3)(C(=O)OC)N2C1=NCc1ccccc1 do in these assays?
H9c2 TAG inh: -3.6; H9c2 TAG inh DAPI viability: 4.8

Results for Cc1ccc2ccccc2c1NC(=O)CNCc1ccccc1 ?
H9c2 TAG inh: -3.8; H9c2 TAG inh DAPI viability: 2.8
